14-3-3 Bad PPI – disrupts binding of bovine 14-3-3 zeta to phospho-Bad peptide. TR-FRET 14-3-3zeta/Dy647-pBad peptide displacement, 1 h. AID 781. actives 0.71% (n = 220,000). P63103. inhibition, % at 21.7 µM;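 active = inhibition above about 70%, limit read from the data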;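 note: 0% = full 14-3-3 plus peptide FRET controls and 100% = background without 14-3-3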
Hck Nef HTS – human Hck-Nef kinase inhibition. Recombinant Hck-YEEI plus Nef, Z-Lyte FRET kinase assay. inhibition, % at 20 µM. actives 0.68% (n = 220,000). AID 463187;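 active = Hck-Nef kinase inhibition above about 50%, limit read from the data; inactive = inhibition below that limit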;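 note: 0% = DMSO with Hck plus Nef and 100% = Hck alone without Nef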
Runt-CBFb FRET – Runt domain-CBFb interaction inhibition. actives 0.46% (n = 220,000). Cerulean-Runt/Venus-CBFb FRET ratio 530/480, 1 h. inhibition, % at 20 µM. Q01196+Q13951. AID 1496;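 active = inhibition over about 50% at 20 µM in the single-dose screen, limit read from the data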;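 note: 0% = DMSO wells and 100% = excess unlabeled CBFb competitor control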
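Measured by: fluorescence energy transfer, 422 nm excitation, 530/480 nm emission; test system: Cerulean-tagged RUNX1 Runt domain (FRET donor) fusion protein; buffer or medium: Tris pH 7.5 buffer with BSA; compound: one dose, 20 µM compound, 1% DMSO; times: two 1 h room-temperature incubations shielded from light; benchmarks: unlabeled CBFb 5 µM, positive control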
hK5 inh – kallikrein 5 (human) inhibition | inhibition, % at 5 µM | recombinant hK5, fluorogenic AMC substrate cleavage | Q9Y337 | actives 0.59% (n = 210,000);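 active = inhibition of 40% or more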;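 note: 0% = enzyme controls without compound and 100% = no-enzyme blanks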
Target sequence (Q9Y337 67-293 limits assumed): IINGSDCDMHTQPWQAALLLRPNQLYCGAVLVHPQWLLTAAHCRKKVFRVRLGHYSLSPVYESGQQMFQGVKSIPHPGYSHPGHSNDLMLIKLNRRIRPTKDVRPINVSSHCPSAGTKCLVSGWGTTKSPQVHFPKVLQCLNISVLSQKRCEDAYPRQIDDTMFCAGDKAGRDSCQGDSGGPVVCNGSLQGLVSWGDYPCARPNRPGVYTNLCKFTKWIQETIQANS
FXIa inh 1536 – inhibitors of human coagulation factor XIa. AID 798. purified FXIa, Boc-Glu-Ala-Arg-AMC fluorogenic substrate. actives 0.14% (n = 220,000). inhibition, % at 5 µM;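 active = inhibition of at least 40%; inactive = inhibition below 40%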;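 note: fluorescence of freed AMC excited at 355 nm; 0% = enzyme without compound and 100% = no enzyme blank; many of its hits are not listed in these tables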
Thrombin inh – inhibitors of human thrombin. P00734. alpha-thrombin, Boc-VPR-AMC fluorogenic substrate cleavage. inhibition, % at 5 µM. actives 0.26% (n = 220,000). AID 1046;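 active = inhibition at or above 40%; inactive = inhibition below 40%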;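 note: 0% = enzyme with no compound and 100% = wells without enzyme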
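signal = AMC fluorescence, 355/460 nm | material = human alpha-thrombin enzyme | control set = enzyme without compound as high, wells lacking enzyme as low | times = reaction at room temperature | read-out basis = percent inhibition scaled between no-compound controls and no-enzyme blanks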
Wee1 degr inh – inhibitors of human Wee1 degradation | HeLa Luc-Wee1K328M stability, luciferase luminescence; 100% = proteasome inhibitor MG132 effect | P30291 | reporter increase, % at 5 µM | actives 1.2% (n = 220,000) | AID 1321;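 active = activation above the mean of all tested compounds plus 3 SD, set per screening run, cut at about 8.8% in these data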;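 note: cells exposed to compound for 20 h before luminescence read; 0% = DMSO alone and 100% = MG132 at 30 µM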
Target sequence (P30291 whole entry K328M): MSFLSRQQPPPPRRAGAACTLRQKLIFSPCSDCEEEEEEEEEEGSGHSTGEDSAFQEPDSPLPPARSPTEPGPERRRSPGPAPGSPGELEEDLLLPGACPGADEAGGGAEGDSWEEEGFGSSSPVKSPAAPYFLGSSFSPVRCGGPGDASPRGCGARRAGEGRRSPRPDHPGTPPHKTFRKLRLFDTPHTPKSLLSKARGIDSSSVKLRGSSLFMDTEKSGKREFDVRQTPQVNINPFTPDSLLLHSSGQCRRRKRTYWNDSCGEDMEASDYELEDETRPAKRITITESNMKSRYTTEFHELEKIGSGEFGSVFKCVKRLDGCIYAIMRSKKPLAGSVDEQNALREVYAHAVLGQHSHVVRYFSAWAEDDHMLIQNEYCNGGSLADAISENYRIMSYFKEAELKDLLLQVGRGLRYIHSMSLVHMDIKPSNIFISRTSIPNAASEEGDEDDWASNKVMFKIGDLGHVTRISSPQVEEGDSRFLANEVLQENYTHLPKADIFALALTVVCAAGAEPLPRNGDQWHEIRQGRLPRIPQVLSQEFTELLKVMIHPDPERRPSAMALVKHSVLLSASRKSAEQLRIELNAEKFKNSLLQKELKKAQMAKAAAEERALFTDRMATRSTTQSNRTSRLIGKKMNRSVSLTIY
FXIIa inh – factor XIIa (human) inhibition. P00748. purified FXIIa, Boc-QGR-AMC fluorogenic substrate, 2 h. inhibition, % at 5 µM. actives 0.3% (n = 220,000); in the data active = inhibition above about 40%;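 note: 0% = enzyme with no compound and 100% = blank without enzyme; many of its hits are not listed in these tables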
Runt-SMMHC FRET – blocks binding of human RUNX1 Runt domain to CBFb-SMMHC. actives 0.74% (n = 220,000). inhibition, % at 20 µM. Q01196+Q13951. Cerulean-Runt/Venus-CBFb-SMMHC FRET ratio 530/480, 1 h. AID 1434;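 active = mean inhibition across duplicate retests at 20 µM reaching about 50%, limit read from the data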;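 note: 0% = DMSO wells and 100% = wells with excess untagged CBFb-SMMHC; inhibitors lower the FRET ratio by blocking Runt binding to CBFb-SMMHC; some results filed as inactive read as strong as hits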
Starred values were filed as active, the others as inactive; x = not tested or not shown; [ ] = remark or other dose.

SMILES	14-3-3 Bad PPI	Hck Nef HTS	Runt-CBFb FRET	hK5 inh	FXIa inh 1536	Thrombin inh	Wee1 degr inh	FXIIa inh	Runt-SMMHC FRET
CCN(C(=O)CN1CCN(S(=O)(=O)c2ccccc2C(F)(F)F)CC1)c1c(N)n(Cc2ccccc2)c(=O)[nH]c1=O	5	-23	-5	-10	1	-3	4	6	4
O=C(NCc1ccccc1)c1ccc2c(c1)OCCO2	11	-3	-2	0	0	-4	-3	6	-3
NS(=O)(=O)c1cccc(NC(=O)COC(=O)CCSc2ccccc2)c1	-16	4	-1	-14	-1	-11	-2	10	1
CC(C(=O)Nc1ccccc1C(=O)N1CCOCC1)N(c1ccc(Cl)cc1)S(C)(=O)=O (stereo not drawn)	0	24	0	-12	-9	-8	0	-1	2
CC(C)[C@H](NC(=O)c1ccc(Cl)c([N+](=O)[O-])c1)C(=O)O	-3	18	2	-2	1	1	1	7	1
Cc1ccc2nc3c(c(C(=O)OCC(=O)NC4CCS(=O)(=O)C4)c2c1)CCCC3 (stereo not drawn)	-16	19	1	3	-5	-1	2	2	4
O=C(Nc1ccccc1C(=O)NC(Cc1ccccc1)C(=O)NC1CCCCCC1)c1ccccc1 (stereo not drawn)	-7	1	-1	-20	-18	-8	1	-22	-3
Cc1ccc(S(=O)(=O)NC2=C(N3CCN(c4ccccc4F)CC3)C(=O)c3ccccc3C2=O)cc1	-17	-1	-1	-17	-2	-11	-2	1	-11
Cc1ccc(NC(=O)c2cncc(Br)c2)c([N+](=O)[O-])c1	-9	4	-2	-7	8	-1	0	17	-1
CCOC(=O)N1CCN(C(=O)c2ccc(S(=O)(=O)NCc3ccco3)cc2)CC1	2	23	1	3	3	-3	-2	6	-1
Cc1oc2ccc(O)c(CN3CCOCC3)c2c1C(C)O (stereo not drawn)	-4	2	0	7	23	-2	3	11	-1
COCCCNC(=O)c1ccc(NS(C)(=O)=O)cc1	-5	-4	0	-1	-1	1	-1	-6	-1
Cc1cnc(C(=O)Nc2ccccc2C(=O)N2CCOCC2)cn1	-5	3	0	-12	9	-2	-1	-3	-5
O=C(CSc1ncn[nH]1)CSc1ncn[nH]1	-22	19	1	-1	0	-12	3	6	-5
COc1ccc(-c2cc(-c3nnc(COC(=O)c4ccc(O)cc4)o3)c3ccccc3n2)cc1OC	-4	-27	-33	-11	-6	-3	2	0	-58
Cc1cc(-c2onc(C)c2C(=O)Nc2ccc(C(F)(F)F)cc2)no1	-6	16	0	5	-1	2	0	7	-3
O=S(=O)(c1ccc(N2CCOCC2)nc1)N(Cc1ccccn1)Cc1ccccn1	2	6	2	-2	-5	-7	-2	0	-3
COc1cc(C(=O)NCc2nnc(SCC(=O)Nc3cc(C)on3)o2)cc(OC)c1OC	-13	1	0	-21	-3	2	-1	-4	4
Cc1cc(Cl)ccc1OCC(=O)NCCOc1nc(N2CCCCC2)nc(N2CCOCC2)n1	15	1	-10	16	1	-1	-1	14	1
O=C(NCC1CCCO1)c1ccc(NC(=O)C2CC=CCC2C(=O)O)cc1 (stereo not drawn)	12	-1	1	-6	2	-2	-3	18	-1
CCN/C=C(\C#N)S(=O)(=O)c1ccc(Br)cc1	-3	0	3	-5	-6	2	7	6	0
COC(=O)C1=C(CSc2nc3ccccc3s2)NC(=O)NC1c1ccc(F)cc1 (stereo not drawn)	0	1	0	-9	6	-4	-3	16	2
CCN(CC)C(=O)C(=O)Nc1ccc(F)c(Cl)c1	-5	-23	0	1	-3	-6	3	5	1
CC(Oc1ccccc1F)C(=O)NNC(=O)c1cc2ccccc2o1 (stereo not drawn)	-4	12	1	17	2	3	0	15	-1
Cc1nnc(SCC(=O)NCc2ccc(F)cc2)[nH]c1=O	5	-3	0	1	-4	-5	11*	5	-2
Cc1ccc(C(=O)N[C@H](C(=O)OCC(=O)Nc2cccc(S(N)(=O)=O)c2)C(C)C)cc1	-4	4	-3	2	-3	-1	4	4	-2
Cc1ccc(SCc2cn3c(C)csc3n2)cc1	53[fluorescence artefact?]	3	3	-4	10	7	5	34	2
O=C(Cc1ccc(Br)cc1)NC1CCSC1=O (stereo not drawn)	-9	-14	x	-7	-6	0	2	1	-3
NC(=O)c1ccc(-c2ncc(-c3ccccc3)o2)cc1	-4	10	0	-51	-13	-6	-4	-11	-4
CN(CCO)c1nc(N)c2c(N)nc3c(c2c1C#N)CC(=O)N3C1CCCC1	-11	1	11	-12	0	0	-2	1	11
CC(C)(C)c1[nH]nc2c1C(c1ccoc1)C(C#N)=C(N)O2 (stereo not drawn)	4	2	1	-1	8	1	-2	20	-2
CC(=O)n1cc(N(C(=O)CCl)c2ccccc2)c2ccccc21	0	23	2	0	0	-7	0	5	2
COc1ccc(-c2nn(C)c(=O)c3ccccc23)cc1CNC(=O)c1ccco1	-9	1	0	-12	4	4	0	12	0
CCOC(=O)C(=CNc1cccnc1Oc1ccc(C)c2c1CCC2)C(=O)OCC	-2	13	-4	3	-1	-1	3	13	-2
CC1CC(NC(=O)CCn2c(=O)oc3ccccc32)CC(C)(C)C1 (stereo not drawn)	0	-1	-5	-15	1	-2	2	13	3
COC(=O)c1nn(-c2nc(-c3ccc(OC)c(OC)c3)cc(C(F)(F)F)n2)cc1[N+](=O)[O-]	-16	1	0	-14	-3	0	-2	6	2
Oc1ccc(Br)cc1-c1cc(-c2ccco2)[nH]n1	2	0	39	-3	0	0	-3	12	16
Nc1nc(-c2ccco2)cs1	-5	0	13	-27	39	2	-3	33	0
O=C(NC(=S)Nc1ccc(Cl)cc1)c1ccccc1	-8	12	2	-2	10	-2	-1	4	-1
COC(=O)NC1(C(F)(F)F)C(=O)NC(C)=C1C(=O)OC (stereo not drawn)	34	-5	-1	-6	5	1	-1	18	1
COc1ccc(C2C(C#N)=C(C)NC3=C2C(=O)CC(C)(C)C3)cc1 (stereo not drawn)	4	18	17	-9	-3	-5	0	5	40
O=C(O)[C@H]1CCC(=O)N1Cc1ccco1	x	2	-1	-8	4	1	0	16	4
O=C(O)c1ccc2c(c1)CCCN2	-9	9	1	0	3	-3	-2	8	0
CCOC(=O)CC(NC(=O)Cc1ccc(F)cc1)c1ccccc1Cl (stereo not drawn)	-2[fluorescence artefact?]	1	0	-19	8	0	0	8	2
COc1ccc2cc(C3CC(c4ccco4)=NN3S(C)(=O)=O)c(Cl)nc2c1 (stereo not drawn)	2	-176	30	-8	3	-11	-2	4	-4
CC(=O)c1cccc(NC(=O)N2CCCC2C(=O)Nc2ccc3c(c2)OCO3)c1 (stereo not drawn)	-5	20	-2	1	-6	-6	-2	8	-2
COc1ccc(NC(=O)CCC(=O)OC(C(=O)c2ccccc2)c2ccccc2)cc1 (stereo not drawn)	4	0	1	7	2	2	3	16	-4
CN1C(=O)N(C)C2(c3ccccc3)NNC(N)=NC12c1ccccc1 (stereo not drawn)	1	5	4	-3	0	-13	-4	0	-9
Cc1ccc(CNC(=O)C2CC3Cn4c(nc5cc(Cl)c(Cl)cc54)C3N2C)o1 (stereo not drawn)	-4	18	7	-2	-3	-4	x	1	0
COC(=O)CC(NC(=O)c1ccc(C)cc1)c1ccccc1 (stereo not drawn)	-2[fluorescence artefact?]	-11	1	-23	4	-9	1	6	-3
Cc1c(N2C(=O)c3ccc(Br)cc3C2=O)c(=O)n(-c2ccccc2)n1C	-13[fluorescence artefact?]	2	-3	-20	7	3	0	21	-3
Cc1ccc(C)c(OCC(=O)O/N=C(\N)c2cccc([N+](=O)[O-])c2)c1	1	2	1	9	5	-11	-4	12	0
CN(C)c1nc(Oc2ccc(=O)[nH]n2)nc(N2CCCCC2)n1	12	5	0	21	13	19	-2	15	-4
COc1ccc(Nc2cc(C)c3ccc(O)cc3n2)cc1	2	4	12	3	2	-1	3	6	2
Cc1ccc(C2SCC(=O)N2Cc2cn3ccsc3n2)o1 (stereo not drawn)	-6	2	4	-3	3	3	3	-2	0
Cc1ccc(S(=O)(=O)NCCN2CCOCC2)cc1C	-6[fluorescence artefact?]	0	0	2	-1	-2	-2	4	-2
COC(=O)CCC/C=C1/SCC(NC(=O)c2ccccc2)C1=O (stereo not drawn)	-9	8	-1	-13	0	-6	-1	8	-8
CCOC(=O)c1cc(=O)n(Cc2ccccc2C)c2ccccc12	12	3	3	-8	5	4	2	12	-1
C=CCn1c(SCC(=O)c2[nH]c(C)c(C(=O)OCC)c2C)nc2scc(-c3ccc(OC)cc3)c2c1=O	12	3	-1	-11	11	-4	-1	10	-6
COC(=O)N/N=C/c1cn(Cc2ccc(F)cc2)c2ccccc12	-13	15	3	2	2	-5	-1	6	-1

The list goes on.
SMILES	14-3-3 Bad PPI	Hck Nef HTS	Runt-CBFb FRET	hK5 inh	FXIa inh 1536	Thrombin inh	Wee1 degr inh	FXIIa inh	Runt-SMMHC FRET
COC(=O)C1=C(C)C(c2cccs2)NC(=O)N1C (stereo not drawn)	-10	-1	-4	-16	-1	1	1	2	-3
Cn1cc([N+](=O)[O-])c(C(=O)Nc2nccs2)n1	-13	21	-1	-3	-3	-2	5	7	-2
Cc1ccccc1-c1nc(CS(=O)CC(=O)NCCN2CCN(Cc3ccccc3)CC2)c(C)o1 (stereo not drawn)	-3[fluorescence artefact?]	8	-2	-7	4	2	-3	15	2
O=C(O)CC1(c2ccccc2)C(=O)c2ccccc2C1=O	-6	-4	1	-3	6	-1	1	12	-6
CCN(CC)CCCNC(=O)C1CCC(=O)N(c2ccc(OC)cc2)C1c1ccc(F)cc1 (stereo not drawn)	-26	0	-2	-3	2	-3	1	12	-10
CC(=O)c1c(C)[nH]c(C(=O)NC2CCCCC2)c1C	-15	1	1	-33	-9	-5	0	3	-3
COc1cccc(NC(=O)COC(=O)c2nc3nccc(C)n3n2)c1	-7[fluorescence artefact?]	0	-3	-14	-1	-6	1	11	-2
CCn1c(CSc2nc(C)cc(C)n2)nnc1SCC(=O)Nc1cccc2ccccc12	-5	2	2	5	5	3	-2	14	-2
Cc1ccccc1NC(=O)NCCN1C(=O)C2C3C=CC(C3)C2C1=O (stereo not drawn)	3	15	-1	-3	2	-4	1	8	1
Cc1ccc([N+](=O)[O-])cc1S(=O)(=O)N1CCC(C)CC1	-5	18	0	2	3	-5	5	7	0

Sorted by value in Hck Nef HTS (ascending): 4 from the list above
| SMILES | 14-3-3 Bad PPI | Hck Nef HTS | Runt-CBFb FRET | hK5 inh | FXIa inh 1536 | Thrombin inh | Wee1 degr inh | FXIIa inh | Runt-SMMHC FRET |
| --- | --- | --- | --- | --- | --- | --- | --- | --- | --- |
| COC(=O)C1=C(C)C(c2cccs2)NC(=O)N1C (stereo not drawn) | -10 | -1 | -4 | -16 | -1 | 1 | 1 | 2 | -3 |
| COc1cccc(NC(=O)COC(=O)c2nc3nccc(C)n3n2)c1 | -7[fluorescence artefact?] | 0 | -3 | -14 | -1 | -6 | 1 | 11 | -2 |
| Cc1ccccc1-c1nc(CS(=O)CC(=O)NCCN2CCN(Cc3ccccc3)CC2)c(C)o1 (stereo not drawn) | -3[fluorescence artefact?] | 8 | -2 | -7 | 4 | 2 | -3 | 15 | 2 |
| Cc1ccc([N+](=O)[O-])cc1S(=O)(=O)N1CCC(C)CC1 | -5 | 18 | 0 | 2 | 3 | -5 | 5 | 7 | 0 |

Screening results from PubChem.
